M1 antag: antagonists of human M1 muscarinic receptor; AID 588852; actives 1.3% (n = 360,000); inhibition, % at 3 µM; CHO-K1 hM1, Fluo-8 calcium fluorescence, ACh EC80 antagonist;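 active = percent inhibition above its own plate's cutoff, namely the mean of that plate's compound wells plus 3 SD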;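 note: peak over basal fluorescence ratio during 140 s after agonist addition; 0% = ACh EC80 plus DMSO and 100% = DMSO alone without agonist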
Target sequence (P11229 whole entry, looked up): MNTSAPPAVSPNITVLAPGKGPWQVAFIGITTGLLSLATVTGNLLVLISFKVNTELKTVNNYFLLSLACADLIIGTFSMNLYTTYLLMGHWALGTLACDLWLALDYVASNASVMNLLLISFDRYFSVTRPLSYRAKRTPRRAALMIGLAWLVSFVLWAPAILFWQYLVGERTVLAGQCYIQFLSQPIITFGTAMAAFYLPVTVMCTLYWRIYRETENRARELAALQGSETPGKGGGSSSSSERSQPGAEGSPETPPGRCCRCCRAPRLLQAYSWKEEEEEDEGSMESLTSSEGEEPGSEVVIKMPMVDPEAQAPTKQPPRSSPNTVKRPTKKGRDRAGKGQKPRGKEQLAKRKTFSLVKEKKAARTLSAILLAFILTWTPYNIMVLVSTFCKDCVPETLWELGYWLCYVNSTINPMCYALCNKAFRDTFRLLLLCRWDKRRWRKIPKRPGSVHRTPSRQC
CHO-K1 Ca antag: M1 antagonist counterscreen hit in parental CHO-K1 cells | ATP-induced calcium, Fluo-8 fluorescence | inhibition, % at 3 µM | actives 0.6% (n = 360,000);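 active = inhibition above a per-plate cutoff, the plate's mean sample inhibition plus 3 SD, cut at about 24% in these data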;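 note: 0% = DMSO plus EC80 ATP and 100% = DMSO alone without ATP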
TAAR1 antag: human TAAR1 antagonism; Q96RJ0; CHO RD-HGA16 TAAR1, Fluo-8 calcium fluorescence, antagonist; inhibition, % at 3 µM; actives 1.5% (n = 360,000); AID 624466;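 active = inhibition above a per-plate cutoff, the mean inhibition of test compounds on that plate plus 3 SD, cut at about 49% in these data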;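 note: 0% = DMSO plus EC80 beta-PEA response and 100% = DMSO alone without agonist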
Target sequence (Q96RJ0 whole entry, looked up): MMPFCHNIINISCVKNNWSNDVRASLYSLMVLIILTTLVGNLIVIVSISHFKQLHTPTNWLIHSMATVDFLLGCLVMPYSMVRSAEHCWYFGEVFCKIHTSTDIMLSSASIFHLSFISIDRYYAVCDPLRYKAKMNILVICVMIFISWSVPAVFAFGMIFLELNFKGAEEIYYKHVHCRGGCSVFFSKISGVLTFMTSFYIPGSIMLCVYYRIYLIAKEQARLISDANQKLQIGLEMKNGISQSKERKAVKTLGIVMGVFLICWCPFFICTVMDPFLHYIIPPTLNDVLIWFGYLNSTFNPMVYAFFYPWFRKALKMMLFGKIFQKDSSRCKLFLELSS
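Test system – hTAAR1-expressing CHO RD-HGA16 cells, Gα16-coupled · Also added – β-PEA at EC80 concentration, post-compound challenge · Compound – 3 µM, single point · Incubation – dye loading 75 min at 37 °C, then 30 min room temperature · Measured by – Fluo-8 intracellular calcium dye fluorescence, real-time kinetic reads · Benchmarks – vehicle and agonist controls · Replicates – singlicate, one well per test compound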
M1 ag: activates human CHRM1 receptor. P11229. CHO-K1 hM1, Fluo-8 calcium fluorescence, agonist mode; 0% DMSO, 100% acetylcholine EC100. activation, % at 3 µM. actives 0.33% (n = 360,000). AID 588814;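 active = activation above the run's mean compound activation plus 3 SD, cut at about 16% in these data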;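 note: peak over basal fluorescence ratio within a 140 s kinetic read after compound addition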
TAAR1 agonist: agonists of human TAAR1; Q96RJ0; activation, % at 3 µM; actives 0.99% (n = 360,000); AID 624467; CHO RD-HGA16 TAAR1, Fluo-8 calcium fluorescence; vehicle wells 0%, saturating PEA agonist 100%;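 active = activation above the mean activation of all test compounds in the run plus 3 SD, cut at about 38% in these data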
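Assay system: CHO-derived RD-HGA16 cells with stable Gα16 and human TAAR1; timing: 17-24 h seeding, 75 min 37 °C dye, 30 min RT; read-out: % activation from peak over basal fluorescence ratio, DMSO-to-PEA scaled; measured by: kinetic Fluo-8 calcium fluorescence; benchmarks: low control DMSO, high control PEA (EC100); doses: 3 µM single concentration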
M1 PAM: positive allosteric modulators of human M1 muscarinic receptor; actives 0.088% (n = 360,000); AID 588819; activation, % at 3 µM; CHO-K1 hM1, Fluo-8 calcium fluorescence, ACh EC20; 0% = ACh EC20, 100% = maximal ACh; P11229; in the data active = activation above about 19%, passing the limit was not always enough
CHO parental Ca: counter-screen for OX1R antagonists: effect in parental CHO cells; AID 463079; inhibition, % at 5.6 µM; actives 0.63% (n = 330,000); parental CHO-K1, ATP-induced calcium, Fluo-8 fluorescence;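 active = inhibition above that plate's mean sample inhibition plus 3 SD, cut at about 26% in these data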;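 note: 0% = ATP-challenged DMSO wells and 100% = DMSO wells without ATP; some compounds past the cut are filed as inactive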
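Test system: parental CHO cells; detection: calcium-sensitive Fluo-8 fluorescence; evaluation: percent inhibition of calcium signal; also added: ATP as calcium-mobilizing challenge; repeats: one well per compound; control set: ATP-challenged DMSO wells low, unchallenged DMSO wells high; compound: single nominal dose of 5.6 µM per compound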
M1 PAM parental: nonselective activator or artifact in parental CHO-K1 calcium assay | activation, % at 3 µM | actives 0.02% (n = 360,000) | ATP EC20, Fluo-8 calcium fluorescence; 0% at ATP EC20, 100% at ATP max;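 active = activation above the run cutoff, the mean activation of all test compounds plus 3 SD, cut at about 40% in these data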;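 note: peak over basal fluorescence ratio in a 140 s read after ATP addition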
CHO-K1 Ca ag: M1 agonist counterscreen hit in parental CHO-K1 cells; actives 0.48% (n = 360,000); Fluo-8 calcium fluorescence; scaled to maximal ATP response, vehicle zero; activation, % at 3 µM; in the data active = activation above about 15%;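 note: untransfected CHO-K1 host cells lacking M1 receptor as counterscreen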
* = called active by the depositor.

`CSc1ccccc1NS(=O)(=O)c1ccccc1` gave M1 antag -4, CHO-K1 Ca antag 25*, TAAR1 antag -5, M1 ag -2, TAAR1 agonist 3, M1 PAM 8, CHO parental Ca -10, M1 PAM parental -8 and CHO-K1 Ca ag -0.4.
Cc1ccc(-c2nn3c(C)nnc3c3ccccc23)cc1S(=O)(=O)NC(C)(C)CO was read as M1 antag -10, CHO-K1 Ca antag -4, TAAR1 antag 3, M1 ag -8, TAAR1 agonist 6, M1 PAM 9, CHO parental Ca -23, M1 PAM parental 19 and CHO-K1 Ca ag 2.1.
`O=C(NCc1ccccc1)c1onc(CSc2ccc(F)cc2)c1C(=O)NCCCN1CCOCC1` gave M1 antag -3, CHO-K1 Ca antag -25, TAAR1 antag 0, M1 ag -10, TAAR1 agonist 15, M1 PAM 0, CHO parental Ca -24, M1 PAM parental 10 and CHO-K1 Ca ag 1.9.
`COc1ccc(OC)c(NC(=O)CCC(=O)N(Cc2ccc(OC)c(OC)c2)c2nccs2)c1` gave M1 antag 1, CHO-K1 Ca antag 4, TAAR1 antag 13, M1 ag 0, TAAR1 agonist 0, M1 PAM -1, CHO parental Ca -10, M1 PAM parental 13 and CHO-K1 Ca ag 0.4.
CCCCN(C(=O)C1CCCO1)c1c(N)n(CCC)c(=O)[nH]c1=O (stereo not given) was read as M1 antag -19, CHO-K1 Ca antag -12, TAAR1 antag -12, M1 ag 0, TAAR1 agonist 5, M1 PAM 7, CHO parental Ca -3, M1 PAM parental 9 and CHO-K1 Ca ag 1.2.
COc1ccc(NC(=O)CN(c2ccccc2)S(=O)(=O)N(C)C)cc1Cl was read as M1 antag -6, CHO-K1 Ca antag -13, TAAR1 antag -7, M1 ag -4, TAAR1 agonist 4, M1 PAM 10, CHO parental Ca -17, M1 PAM parental 17 and CHO-K1 Ca ag 1.5.
O=c1[nH]cc(-c2ccccc2)c(=O)[nH]1 was read as M1 antag -11, CHO-K1 Ca antag -19, TAAR1 antag 0, M1 ag -5, TAAR1 agonist 5, M1 PAM 9, CHO parental Ca -7, M1 PAM parental 15 and CHO-K1 Ca ag 1.9.
COCC(=O)N1CCC(Oc2ccc(C(=O)N(C)C(C)c3ccon3)cc2)CC1 (stereo not given) was read as M1 antag -20, CHO-K1 Ca antag -12, TAAR1 antag -14, M1 ag 0, TAAR1 agonist 2, M1 PAM 13, CHO parental Ca -6, M1 PAM parental 24 and CHO-K1 Ca ag 0.5.
For CCOC(=O)/C(=N\Nc1ncnc2ccccc12)c1ccc(C)cc1 the results were M1 antag -12, CHO-K1 Ca antag -12, TAAR1 antag -5, M1 ag -7, TAAR1 agonist -4, M1 PAM 8, CHO parental Ca -10, M1 PAM parental 22 and CHO-K1 Ca ag 0.0.
Cc1nnc(SCC(=O)Nc2cccc(Cl)c2)n1CC1CCCO1 (stereo not given) was read as M1 antag -16, CHO-K1 Ca antag -9, TAAR1 antag 4, M1 ag -2, TAAR1 agonist -1, M1 PAM 9, CHO parental Ca -4, M1 PAM parental 14 and CHO-K1 Ca ag 0.8.
Nc1nc(-c2ccccc2)cc(C(F)(F)F)n1 was read as M1 antag -10, CHO-K1 Ca antag -5, TAAR1 antag 9, M1 ag -2, TAAR1 agonist 7, M1 PAM 6, CHO parental Ca -7, M1 PAM parental 5 and CHO-K1 Ca ag -0.2.
Screening C=CCn1c(N)c(S(=O)(=O)c2cccs2)c2nc3ccccc3nc21 returned M1 antag -1, CHO-K1 Ca antag -1, TAAR1 antag -27, M1 ag -2, TAAR1 agonist -1, M1 PAM 7, CHO parental Ca -1, M1 PAM parental 8 and CHO-K1 Ca ag 0.2.
`COC(=O)c1c(=O)n(O)c2ccc(OC)cc2[n+]1[O-]` gave M1 antag -4, CHO-K1 Ca antag -6, M1 ag 1, M1 PAM 3, CHO parental Ca -11, M1 PAM parental 5 and CHO-K1 Ca ag 2.9.
For CN(C)C=Nc1nonc1-c1ccccc1 the results were M1 antag -6, CHO-K1 Ca antag -10, TAAR1 antag -24, M1 ag -4, TAAR1 agonist 9, M1 PAM 3, CHO parental Ca -2, M1 PAM parental 2 and CHO-K1 Ca ag 0.8.
Screening c1cc2c3c(cccc3c1)NN=N2 returned M1 antag -13, CHO-K1 Ca antag -10, TAAR1 antag -13, M1 ag -5, TAAR1 agonist 8, M1 PAM 6, M1 PAM parental 9 and CHO-K1 Ca ag 0.6.
O=C(NCc1ccc(F)cc1)c1ccc(N2CCc3ccccc32)c([N+](=O)[O-])c1 was read as M1 antag 10, CHO-K1 Ca antag 4, TAAR1 antag 52*, M1 ag -8, TAAR1 agonist 0, M1 PAM -5, CHO parental Ca -6, M1 PAM parental 1 and CHO-K1 Ca ag 6.2.
Screening O=S(=O)(c1ccccc1)N1CCN(C(=S)NC2CCCC2)CC1 returned M1 antag 4, CHO-K1 Ca antag 3, TAAR1 antag -15, M1 ag -3, TAAR1 agonist 1, M1 PAM 3, M1 PAM parental -24 and CHO-K1 Ca ag 0.5.
Screening CCOC(=O)C1=CCN(S(=O)(=O)c2ccccc2Br)C1c1cccc(Cl)c1 (stereo not given) returned M1 antag 5, CHO-K1 Ca antag 6, TAAR1 antag 20, M1 ag -10, TAAR1 agonist -1, M1 PAM -14, M1 PAM parental 1 and CHO-K1 Ca ag 0.6.
`O=C(NCc1cccnc1)c1ccc(COc2cccc3ccccc23)o1` gave M1 antag -23, CHO-K1 Ca antag 5, TAAR1 antag 10, M1 ag -3, TAAR1 agonist 10, M1 PAM 2, CHO parental Ca -28, M1 PAM parental 12 and CHO-K1 Ca ag 2.9.
COc1ccccc1CNc1cncnc1 was read as M1 antag -6, CHO-K1 Ca antag 20, TAAR1 antag 5, M1 ag -3, TAAR1 agonist 2, M1 PAM 0, CHO parental Ca -15, M1 PAM parental -9 and CHO-K1 Ca ag 0.2.
`Cc1nn(-c2ccccc2)c2[nH]c(C(F)(F)F)cc(=O)c12` gave M1 antag -2, CHO-K1 Ca antag -5, TAAR1 antag 0, M1 ag -1, TAAR1 agonist 13, M1 PAM 2, CHO parental Ca -10, M1 PAM parental 5 and CHO-K1 Ca ag 2.3.
Screening CC(C)NC(=O)NC(=O)COC(=O)C1CCCN1C(=O)c1cccs1 (stereo not given) returned M1 antag -7, CHO-K1 Ca antag 3, TAAR1 antag 8, M1 ag -2, TAAR1 agonist 2, M1 PAM 4, CHO parental Ca 2, M1 PAM parental 3 and CHO-K1 Ca ag 0.1.
`O=C(CCC1CCCN(C(=O)c2ccsc2)C1)N1CCN(c2ccccn2)CC1` (stereo not given) gave M1 antag -15, CHO-K1 Ca antag -2, TAAR1 antag -9, M1 ag -5, TAAR1 agonist 1, M1 PAM 1, CHO parental Ca -24, M1 PAM parental -8 and CHO-K1 Ca ag 0.1.
`CCc1c(C(=O)O)[nH]c2ccc(Br)cc12` gave M1 antag -15, CHO-K1 Ca antag -5, TAAR1 antag -10, M1 ag -4, TAAR1 agonist -1, M1 PAM 3, CHO parental Ca 2, M1 PAM parental 11 and CHO-K1 Ca ag 1.9.

A stretch from the list above, as a working copy:
`COC(=O)c1c(=O)n(O)c2ccc(OC)cc2[n+]1[O-]` gave M1 antag -4, CHO-K1 Ca antag -6, M1 ag 1, M1 PAM 3, CHO parental Ca -11, M1 PAM parental 5 and CHO-K1 Ca ag 2.9.
For CN(C)C=Nc1nonc1-c1ccccc1 the results were M1 antag -6, CHO-K1 Ca antag -10, TAAR1 antag -24, M1 ag -4, TAAR1 agonist 9, M1 PAM 3, CHO parental Ca -2, M1 PAM parental 2 and CHO-K1 Ca ag 0.8.
Screening c1cc2c3c(cccc3c1)NN=N2 returned M1 antag -13, CHO-K1 Ca antag -10, TAAR1 antag -13, M1 ag -5, TAAR1 agonist 8, M1 PAM 6, M1 PAM parental 9 and CHO-K1 Ca ag 0.6.

Remaining list, next part
`CCC(C)c1ccccc1N1CC(C(=O)Nc2cccc(S(=O)(=O)N3CCOCC3)c2)CC1=O` (stereo not given) gave M1 antag 1, CHO-K1 Ca antag -2, TAAR1 antag -16, M1 ag -4, TAAR1 agonist 2, M1 PAM 1, CHO parental Ca -7, M1 PAM parental 3 and CHO-K1 Ca ag 0.7.
For CCN1C(=O)[C@H]2[C@@H](c3ccc(Cl)cc3)N3C(=O)CN(CC4CC4)C(=O)[C@@]3(C)[C@H]2C1=O the results were M1 antag 1, CHO-K1 Ca antag -5, TAAR1 antag -9, M1 ag -6, TAAR1 agonist 19, M1 PAM 6, CHO parental Ca -17, M1 PAM parental 13 and CHO-K1 Ca ag 3.9.
`CC(C)(C)OC(=O)N1Cc2cc3ccccc3nc2C1CO` (stereo not given) gave M1 antag -17, CHO-K1 Ca antag -7, TAAR1 antag 15, M1 ag -2, TAAR1 agonist 6, M1 PAM 9, CHO parental Ca 2, M1 PAM parental 6 and CHO-K1 Ca ag 3.2.
CNC(=O)c1nnn(Cc2ccccc2)c1NC(=O)C(F)(F)F was read as M1 antag -6, CHO-K1 Ca antag -21, TAAR1 antag -4, M1 ag -2, TAAR1 agonist 2, M1 PAM 5, CHO parental Ca -4, M1 PAM parental 34 and CHO-K1 Ca ag 1.3.
Screening O=C(OCC(=O)N1CCCCC1)c1cccs1 returned M1 antag 2, CHO-K1 Ca antag -3, TAAR1 antag -14, M1 ag -3, TAAR1 agonist 3, M1 PAM -1, CHO parental Ca -9, M1 PAM parental 11 and CHO-K1 Ca ag 1.3.
For N#Cc1c(NC(=O)Cn2cnc3ccccc3c2=O)oc(-c2ccccc2)c1-c1ccccc1 the results were M1 antag -46, CHO-K1 Ca antag -7, TAAR1 antag -6, M1 ag -3, TAAR1 agonist 3, M1 PAM 10, CHO parental Ca -23, M1 PAM parental 23 and CHO-K1 Ca ag 1.2.
`CC(C)(O)c1[nH]c2cc(F)ccc2c1C(C)(C)O` gave M1 antag -9, CHO-K1 Ca antag -1, TAAR1 antag 11, M1 ag -5, TAAR1 agonist 1, M1 PAM 9, CHO parental Ca -3, M1 PAM parental -1 and CHO-K1 Ca ag -0.2.
Screening CC(C)c1ccc(C(=O)Nc2nnc(S(=O)(=O)N3CCCCC3)s2)cc1 returned M1 antag 0, CHO-K1 Ca antag -7, TAAR1 antag -6, M1 ag -2, TAAR1 agonist -2, M1 PAM 2, CHO parental Ca -8, M1 PAM parental 2 and CHO-K1 Ca ag 2.6.
Screening S=c1[nH]nc(Cn2cnc3ccccc32)n1-c1ccccc1Cl returned M1 antag -2, CHO-K1 Ca antag -15, TAAR1 antag -4, M1 ag -1, TAAR1 agonist 0, M1 PAM 4, CHO parental Ca -2, M1 PAM parental 16 and CHO-K1 Ca ag 0.6.

Not a hit list. Share with any hit: about 4.4%.
